Screening results: PubChem BioAssay, Sanford-Burnham Center for Chemical Genomics
697 NFkB inh = lowers PMA/ionomycin-induced NF-kB signal in 697 B cells. 330,000 tested, 0.33% active. inhibition, % at 4 µM. AID 435022. 697 B-cell NF-kB luciferase reporter, 16 h; in the data active = inhibition above about 35%
Jurkat NFkB inh = lowers PMA/ionomycin-induced NF-kB signal in Jurkat cells; PMA/ionomycin-induced NF-kB luciferase reporter, luminescence; inhibition, % at 4 µM; 330,000 tested, 0.53% active; AID 435003; in the data active = inhibition above about 50%
CHOP UPR activ = apoptotic UPR (CHOP) activation; CHO-CHOP luciferase reporter, luminescence; percent of tunicamycin response over DMSO baseline; AID 449763; activation, % at 10 µM; 330,000 tested, 0.34% active;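 active = at 10 µM dose, activation of 40% or more, normalized to positive control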;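 note: 100% = tunicamycin at 10 µg/mL and 0% = DMSO alone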
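measured by = luciferase luminescence | assay system = CHO-CHOP cells, stable luciferase reporter of PERK-eIF2a-CHOP signalling | amount = 500 reporter cells seeded per well | timing = 6 h compound exposure at 37 °C after overnight seeding | controls = positive tunicamycin 10 µg/mL, negative DMSO alone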
CXCR6 inh = inhibitors of human CXCR6 receptor. O00574. CHO-K1 PathHunter CXCR6 beta-arrestin, luminescence. inhibition, % at 20 µM. 360,000 tested, 0.36% active; in the data active = inhibition above about 34%, passing the limit was not always enough;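 note: antagonist mode with CXCL16 agonist at 10 nM final; 0% = 10 nM CXCL16 with DMSO and 100% = unstimulated wells without agonist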
Target sequence (O00574 whole entry, looked up): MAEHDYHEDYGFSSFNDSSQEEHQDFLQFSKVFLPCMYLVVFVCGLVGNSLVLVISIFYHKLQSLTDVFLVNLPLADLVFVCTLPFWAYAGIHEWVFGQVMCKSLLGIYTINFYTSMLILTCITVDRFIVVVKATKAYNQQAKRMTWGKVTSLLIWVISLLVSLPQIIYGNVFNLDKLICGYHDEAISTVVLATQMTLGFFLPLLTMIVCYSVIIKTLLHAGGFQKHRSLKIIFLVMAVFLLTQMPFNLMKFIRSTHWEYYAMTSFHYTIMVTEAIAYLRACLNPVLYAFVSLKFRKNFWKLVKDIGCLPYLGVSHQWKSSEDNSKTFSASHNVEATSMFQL
CCR6 antag = antagonists of human CCR6 receptor; AID 493098; 340,000 tested, 0.49% active; CHO-K1 CCR6 PathHunter beta-arrestin, luminescence, CCL20-stimulated; P51684; inhibition, % at 20 µM;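 active = compounds whose inhibition of the agonist-driven luminescence signal at 20 µM reaches about 50%, limit read from the data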;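 note: cells stimulated with CCL20 at 14 nM final; plate controls were DMSO with CCL20 for no effect and DMSO without agonist for full effect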
Mdm2 MdmX PPI = inhibitors of human Mdm2/MdmX interaction | O15151+Q00987 | SaOS-2 split-luciferase Mdm2/MdmX complementation, luminescence | inhibition, % at 8 µM | 330,000 tested, 3% active;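 active = inhibition of at least 50% at 8 µM in the primary screen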
EBI2 antag = EBI2 (human) antagonism; P32249; EBI2 beta-arrestin recruitment, luminescence, 7a,25-OHC stimulated; inhibition, % at 5 µM; 360,000 tested, 0.81% active; in the data active = inhibition above about 38%;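 note: enzyme fragment complementation signal reports receptor beta-arrestin coupling in cells; 0% = agonist plus DMSO wells and 100% = wells without agonist; some results beyond the cut were filed as inactive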
Target sequence (P32249 whole entry, looked up, the tested form may be a part): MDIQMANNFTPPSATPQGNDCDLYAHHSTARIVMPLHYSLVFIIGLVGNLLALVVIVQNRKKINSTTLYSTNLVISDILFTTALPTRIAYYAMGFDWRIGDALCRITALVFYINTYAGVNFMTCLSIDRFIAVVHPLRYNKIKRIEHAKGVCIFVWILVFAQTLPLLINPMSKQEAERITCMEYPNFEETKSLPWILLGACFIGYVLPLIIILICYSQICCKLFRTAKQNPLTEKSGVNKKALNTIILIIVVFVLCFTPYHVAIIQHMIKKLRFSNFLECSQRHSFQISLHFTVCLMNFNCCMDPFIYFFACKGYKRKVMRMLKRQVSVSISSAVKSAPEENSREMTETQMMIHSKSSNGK
Gli-Sufu antag = Gli-Sufu pathway antagonism | Sufu-KO-LIGHT fibroblasts, Gli luciferase reporter luminescence | AID 588413 | 340,000 tested, 0.74% active | inhibition, % at 5 µM;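 active = inhibition above about 55%, limit read from the data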;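 note: 0% = DMSO-treated cells and 100% = wells with medium but no cells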
UPR XBP1 act = adaptive UPR (XBP1) activation. CHO-XBP1 luciferase reporter, IRE1-XBP1 UPR activation, luminescence; percent of tunicamycin response, DMSO as zero. activation, % at 20 µM. 330,000 tested, 0.33% active. AID 463104;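 active = versus positive control, 20 µM dose yields 30% or more activation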;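 note: 100% = tunicamycin at 10 µg/mL and 0% = DMSO only wells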
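Assay system: CHO-XBP1 luciferase reporter cells; Schedule: 6 h treatment, 37 °C; Detection: glow luminescence from Steady-Glo reagent; Benchmarks: high control tunicamycin 10 µg/mL final, low control DMSO vehicle only.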
The depositor's hits bear a star; . = not tested or not shown. Rows are unselected; about 5% have a hit in one of these screens.

SMILES	697 NFkB inh	Jurkat NFkB inh	CHOP UPR activ	CXCR6 inh	CCR6 antag	Mdm2 MdmX PPI	EBI2 antag	Gli-Sufu antag	UPR XBP1 act
O=C(CN(c1ccc(F)cc1)S(=O)(=O)c1ccc2c(c1)OCCO2)NCc1ccccn1	15.3	1.0	-4.0	-6.8	10.2	11.4	-11.7	36.8	-1.3
CC(C)(c1ccccc1)c1ccc(OCC(O)CN2CCCC2)cc1 (stereo unspecified)	-45.3	-22.4	2.8	0.5	4.2	16.5	-5.8	11.9	-1.6
O=C(Nc1cccc(Cl)c1N1CCCC1)c1ccco1	-14.4	-12.7	1.1	0.8	17.3	19.6	-14.7	10.4	1.2
COc1cc(-c2cc(O)c(-c3ccc4ccccc4n3)c(=O)[nH]2)cc(OC)c1OC	.	.	.	-0.7	11.0	.	-13.4	-5.7	.
Cc1ccc(C(=O)/C=C2\NCCNC2=O)cc1	-133.6	-94.7	1.8	-0.6	-17.9	-83.6	3.6	-90.7	-0.8
COc1cc(/C(C)=N/NC(=O)CSc2nnc(C)s2)ccc1O	8.2	16.4	0.7	-10.5	10.9	-23.2	-6.4	10.2	-1.3
CCCCC#Cc1cncc(C(=O)N/N=C/c2cccc(OC)c2)c1	0.3	0.4	1.8	-3.6	-0.8	8.7	-18.4	-4.1	-1.6
COc1cccc(CN2CCN(C(=O)c3ccc(-c4ccccc4)cc3)CC2)c1	-17.6	-0.5	-2.6	13.3	-5.3	10.3	77.5*	6.6	-2.1
O=C(O)Cn1c(-c2ccccn2)nc2ccccc21	-16.6	-18.7	5.2	5.0	10.9	13.1	-5.8	-21.1	3.2
COc1ccc(S(=O)(=O)N2CCC3(CC2)OCCN3S(=O)(=O)c2cccs2)cc1	-1.4	5.7	-1.1	-3.6	12.0	15.6	10.6	3.0	0.0
Cc1ccc(S(=O)(=O)N2CCC(=O)N(C(COCc3cccc(Cl)c3)Cc3ccccc3)CC2)cc1 (stereo unspecified)	11.1	3.9	0.2	4.4	13.7	15.4	-4.3	5.0	-1.3
CCN(CC(=O)Nc1c(F)cccc1F)C(=O)C1CCN(S(=O)(=O)c2ccc(C)cc2C)CC1	-1.8	-19.7	0.7	1.6	-2.9	7.7	-1.1	-5.0	-0.9

Next section; it opens with the 2 that closed the last part.
SMILES	697 NFkB inh	Jurkat NFkB inh	CHOP UPR activ	CXCR6 inh	CCR6 antag	Mdm2 MdmX PPI	EBI2 antag	Gli-Sufu antag	UPR XBP1 act
Cc1ccc(S(=O)(=O)N2CCC(=O)N(C(COCc3cccc(Cl)c3)Cc3ccccc3)CC2)cc1 (stereo unspecified)	11.1	3.9	0.2	4.4	13.7	15.4	-4.3	5.0	-1.3
CCN(CC(=O)Nc1c(F)cccc1F)C(=O)C1CCN(S(=O)(=O)c2ccc(C)cc2C)CC1	-1.8	-19.7	0.7	1.6	-2.9	7.7	-1.1	-5.0	-0.9
CCCC(NC(=O)c1ccccc1)c1nc2ccccc2n1Cc1ccc(C(=O)OC)o1 (stereo unspecified)	6.0	-1.8	-2.8	-3.4	-18.6	7.2	-1.6	31.0	-2.1
COc1ccc(-c2nnc(SCC(=O)c3ccc(O)cc3O)o2)cc1	-16.6	-6.7	8.6	-0.2	18.0	9.4	4.1	-13.5	7.0
O=c1cc(O)c(-c2cccc(C(F)(F)F)c2)c(Cl)[nH]1	-2.9	-6.7	1.2	0.5	-7.9	18.7	-15.4	-7.9	-0.4
c1cc(CNCCNCc2ccncc2)ccn1	.	.	.	1.1	7.4	.	-4.7	1.0	.
Cc1ccc(S(=O)(=O)N2CCOCC2)cc1NC(=O)COC(=O)Cn1c(C)csc1=O	15.7	8.1	-0.3	1.9	8.9	10.8	-8.6	-3.4	-1.7
O=C(CCc1ccccc1)OCCN1CCOCC1	3.1	-4.6	3.2	7.0	31.9	5.8	0.4	-1.4	-0.4
COC(=O)CNC(=O)c1cc(OC)cc(OC)c1	4.2	1.0	2.3	-3.0	5.0	24.0	-6.5	5.3	5.3
CCN(CC)CCNC(=O)CCn1nc(-c2ccc(Cl)cc2)ccc1=O	-5.0	-12.0	1.2	2.6	-5.7	14.2	4.9	6.2	-3.4
CC1CCCC(C)N1c1ccc(S(=O)(=O)N2CCOCC2)cc1Cl (stereo unspecified)	3.1	-14.1	-1.0	4.7	-3.8	13.0	1.2	32.7	0.3
COc1ccc(S(=O)(=O)n2c([N+](=O)[O-])cnc2C)cc1OC	-1.9	4.0	0.6	-1.5	5.1	26.2	-5.3	-6.0	-3.1
CC(C)(C)OC(=O)C[C@@H]1C/C=C\C[C@@H](CC(=O)NCCO)C(=O)N[C@H](C(C)(C)C)COC1=O	20.8	5.5	0.9	-2.0	0.8	-4.8	0.1	17.9	-1.1
O=C(Cn1cnc2c(nnn2-c2ccccc2)c1=O)NCc1ccc(F)cc1	0.5	23.8	0.8	-8.0	6.0	19.1	1.5	-6.3	0.8
CCc1cccc(NS(=O)(=O)c2ccc(-n3cccn3)cc2)c1	-15.1	12.3	1.0	-6.5	-2.8	24.1	8.4	10.8	-5.2
O=C(CC12CC3CC(CC(C3)C1)C2)N1CCCOC1	7.2	-9.3	0.1	-5.4	24.5	11.2	-9.3	1.9	-2.5
O=C(COc1cccc(C(F)(F)F)c1)NCC(c1ccco1)N1CCCC1 (stereo unspecified)	-10.7	10.1	-1.2	-3.5	7.4	4.7	0.9	2.4	-1.1
COc1ccc(Cc2nc3ccc(C(=O)NCc4ncc(C)[nH]4)cc3o2)cc1OC	10.7	3.4	-0.4	4.2	7.8	-11.7	-4.4	4.6	-1.6
COc1cc(C(=O)Nc2cc(C(F)(F)F)ccc2Cl)cc(OC)c1OC	30.0	-14.0	-3.3	3.4	15.5	11.6	-18.4	7.5	1.1
O=C(OCc1cccc([N+](=O)[O-])c1)c1cccnc1Cl	11.2	1.5	1.3	5.6	11.7	-13.8	-10.3	-8.2	5.8
N#Cc1c(-c2ccccc2)oc(=O)c2ccccc12	-1.8	-2.2	0.6	-2.3	-4.3	20.9	0.0	4.1	-1.4
Cc1ccc(S(=O)(=O)NCCCCCC(=O)Nc2ccccn2)cc1	27.6	2.0	-0.3	-2.3	13.2	29.8	0.1	6.0	-2.5
NNC(=O)c1csc(CS(=O)(=O)c2ccc(Cl)cc2)n1	-32.4	-25.8	-3.2	-11.2	0.0	-19.0	-3.5	4.3	2.2
O=C(Nc1nc(-c2ccccc2)ns1)c1ccncc1	-15.7	-2.4	4.3	-6.4	-1.3	-5.3	-12.8	-4.9	0.8
CCCCN(C)CCNS(=O)(=O)c1ccc2c(c1)n(C)c(=O)c(=O)n2C	-18.2	7.6	0.5	0.3	6.8	15.5	-5.0	2.1	-2.4
O=C(CCNS(=O)(=O)c1ccc(Cl)cc1)N1CCCCCC1	10.3	0.9	0.8	-1.1	13.3	-4.0	-5.6	-1.7	-2.3
Nc1cc(Cl)ccc1Oc1ccc2ccccc2c1	-11.2	-34.7	1.4	1.5	21.2	-5.9	14.3	-19.4	0.6
O=C1NC(=S)S/C1=C\c1cc2ccccc2nc1N1CCCCC1	-12.1	-1.6	-0.9	10.3	27.4	44.7	6.8	6.2	-3.5
CN1C(=O)[C@H]2[C@@H](/C=C/c3ccccc3)N3C(=O)CN(CC4CC4)C(=O)[C@@]3(C)[C@H]2C1=O	-15.8	-31.6	-0.5	-2.3	-0.1	-28.9	-2.5	-5.8	3.0
O=C(N=c1ccn(-c2nc3ccccc3nc2NS(=O)(=O)c2ccccc2)cc1)c1ccccc1Cl	1.0	-10.9	-0.4	1.9	0.2	-11.2	2.2	4.1	-3.9
N#C/C(=C\c1c(N2CCC(C(N)=O)CC2)nc2ccccn2c1=O)C(=O)NC1CCCCC1	-13.9	2.7	0.6	5.4	-0.2	10.7	-8.8	13.0	-2.2
O=C(COC(=O)c1ccccn1)c1ccc([N+](=O)[O-])cc1	19.8	-12.0	0.0	-2.8	-5.5	-2.5	4.8	0.9	-2.5
OC(CNCCc1ccc(Cl)cc1Cl)COc1ccccc1 (stereo unspecified)	1.0	5.9	2.4	-7.9	3.5	-3.6	1.6	8.1	-3.8
Clc1ccc(-c2cc(-c3nnc4n3CCCCC4)c3ccccc3n2)cc1	-4.2	-32.4	-2.0	-10.1	6.3	1.5	6.7	8.3	-1.8
Cc1ccc2cc3c(N)c(C(=O)Nc4c(C)[nH]c(=O)[nH]c4=O)sc3nc2c1	5.7	7.6	0.5	4.4	1.4	-3.5	-13.1	-1.9	-0.9
CC1=C(C)C(OCCCl)N(c2cc(O)c(Cl)cc2F)C1=O (stereo unspecified)	15.2	-1.9	1.9	-20.1	7.1	14.2	12.0	3.1	-1.6
COc1cc(NC(=O)C(=O)NCCN(C)C)c(OC)cc1Cl	11.3	-5.1	0.5	-4.2	-5.0	0.4	-7.6	5.4	-2.1

Gathered by group, the compounds so far with fluorine (7)
SMILES	697 NFkB inh	Jurkat NFkB inh	CHOP UPR activ	CXCR6 inh	CCR6 antag	Mdm2 MdmX PPI	EBI2 antag	Gli-Sufu antag	UPR XBP1 act
O=C(CN(c1ccc(F)cc1)S(=O)(=O)c1ccc2c(c1)OCCO2)NCc1ccccn1	15.3	1.0	-4.0	-6.8	10.2	11.4	-11.7	36.8	-1.3
CCN(CC(=O)Nc1c(F)cccc1F)C(=O)C1CCN(S(=O)(=O)c2ccc(C)cc2C)CC1	-1.8	-19.7	0.7	1.6	-2.9	7.7	-1.1	-5.0	-0.9
O=c1cc(O)c(-c2cccc(C(F)(F)F)c2)c(Cl)[nH]1	-2.9	-6.7	1.2	0.5	-7.9	18.7	-15.4	-7.9	-0.4
O=C(Cn1cnc2c(nnn2-c2ccccc2)c1=O)NCc1ccc(F)cc1	0.5	23.8	0.8	-8.0	6.0	19.1	1.5	-6.3	0.8
O=C(COc1cccc(C(F)(F)F)c1)NCC(c1ccco1)N1CCCC1 (stereo unspecified)	-10.7	10.1	-1.2	-3.5	7.4	4.7	0.9	2.4	-1.1
COc1cc(C(=O)Nc2cc(C(F)(F)F)ccc2Cl)cc(OC)c1OC	30.0	-14.0	-3.3	3.4	15.5	11.6	-18.4	7.5	1.1
CC1=C(C)C(OCCCl)N(c2cc(O)c(Cl)cc2F)C1=O (stereo unspecified)	15.2	-1.9	1.9	-20.1	7.1	14.2	12.0	3.1	-1.6
